ELG1 DNA repair: ELG1-dependent DNA repair inhibition | HEK293T ELG1-luciferase reporter, luminescence, 16 h; DNA damage induced by 5-fluorouridine | Potency, µM (highest dose often 46.1 µM), inactives show at the top dose activity change, negative = inhibition, usual class: inhibitors | AID 504467 | 330,000 tested, 2.3% active; further: potency means the concentration at half of the fitted maximal effect; on the % scale 0 is the no-effect control and ±100 the full control effect; nearly all actives have a fitted effect of over 55% in size
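Cells (2,000 per well) received 5-fluorouridine plus test compound or DMSO and were incubated 16 hr at 37 °C, 5% CO2. Luciferase activity was read by luminescence 30 min after ONE-Glo addition; signal suppression marked inhibition of damage-induced ELG1 function.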
TRPV1 ag: agonists of human vanilloid receptor 1 (TRPV1); Q8NER1; TRPV1-expressing cells, Fluo-8 calcium influx, agonist mode; activation, % at 8.33 µM; 320,000 tested, 0.19% active; AID 540275; in the data active means activation above about 80%; inconclusive means between about 30% and that limit; further: 0% is about no effect
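TRPV1-expressing cells were cultured overnight at 35.5C and loaded with Fluo-8 calcium dye for 40 to 90 min at room temperature. After a 10 s baseline, compound was added and calcium influx was read kinetically for 3 min (ex 480/em 520 nm).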
Gal4-VP16 FLuc: Gal4-VP16 reporter inhibition counter-screen | Drosophila S2 Gal4-VP16 UAS-luciferase, luminescence, 20 h | Potency, µM (top dose mostly 53.6 µM), for inactives: at the top dose activity, negative = inhibition, hits mostly inhibitors | 310,000 tested, 3.5% active | AID 2546;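 further: Gal4-VP16 expression switched on by copper sulfate through the metallothionein promoter; potency means the concentration at half of the fitted maximal effect; on the % scale 0 is the no-effect control and ±100 the full control effect; nearly all actives have a fitted effect of over 50% in size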
BRCA1 expr up: BRCA1 expression activation; MCF7-BRCA1-FFLuc reporter, luminescence, 48 h; response scale: scaled: vehicle 0%, 10 µM genistein 100%; Potency, µM (titrated, usually from 46.1 µM), inactives show top-dose activation, usual class: activators; 380,000 tested, 1.1% active; further: potency means the concentration at half of the fitted maximal effect; nearly all actives have a fitted effect of over 80% in size; some results filed as inactive show a strong effect at the top dose
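Compounds are tested at multiple concentrations on MCF7 BRCA1-luciferase reporter cells seeded at 2000 per well; after 48 h, a single luminescence end-point is taken and curves fitted to the normalized data.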
p53 reactivator: mutant p53 re-activation in reporter cells; Potency, µM (series often up to 92.2 µM), without a hit: at the highest dose activity change, positive = activation, usual class: activators; 320,000 tested, 0.063% active; H1299 p53-A138V BP100-luciferase reporter, luminescence, 24 h; AID 504706; further: potency means the concentration at half of the fitted maximal effect; % of control where 0% means no effect; nearly all actives have a fitted effect of over 45% in size
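p53-null H1299 cells stably carrying temperature-sensitive p53-A138V and a BP100-luciferase reporter were pinned with compounds (4-point, 1:5 series) and held 24 hrs at 37 deg C. Luminescence was read 10 min after detection reagent.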
FLuc counter: firefly luciferase modulation, counter-screen for miR-21 project | P08659 | purified FLuc, Km substrates, luminescence inhibition | Potency, µM (titrated, usually from 57.5 µM), for the others: at the highest dose activity change, negative = inhibition, hits mostly inhibitors | 360,000 tested, 6.9% active;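 further: potency means the concentration at half of the fitted maximal effect; plate controls were vehicle for no effect and reference inhibitor for full effect; nearly all actives have a fitted effect of over 55% in size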
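Purified P. pyralis luciferase (10nM final) with 10uM D-luciferin and 10uM ATP (Km levels) in 50mM Tris acetate pH 7.5, 10mM Mg acetate, 0.01% Tween-20, 0.05% BSA; qHTS 6-point titration, ~60 µM downward; luminescence read.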
ELG1 genotox: inducers of genotoxicity in HEK293T ELG1-luciferase cells; HEK293T ELG1-luciferase reporter, luminescence, 16 h; Potency, µM (titrated, usually from 46 µM), inactives show top-dose activity change, positive = activation, hits mostly activators; 330,000 tested, 1.3% active; AID 504466; further: potency means the concentration at half of the fitted maximal effect; % of control where 0% means no effect; nearly all actives have a fitted effect of over 60% in size
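Luminescence read-out: rising ELG1-luciferase signal, reflecting elevated ELG1 protein under genetic stress, flags genotoxic compounds. Cells were treated for 16 hr at 37 °C before ONE-Glo detection.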
NPC1 promoter act: activates the NPC1 promoter; Potency, µM (doses to about 9.22 µM), inactives show at the highest dose activation, actives largely listed as activators; 320,000 tested, 2.4% active; Huh7 NPC1 promoter luciferase reporter, 24 h;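 further: potency means the concentration at half of the fitted maximal effect; % of control where 0% means no effect; nearly all actives have a fitted effect of over 60% in size; reporter is driven by a mutant NPC1 promoter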
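Luciferase expression driven by the NPC1 promoter was measured in stably transfected Huh7 cells after a 24 h compound incubation, using a luciferase reagent and a luminescence read.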
Rab9 promoter act: activates the Rab9 promoter. Huh7 Rab9 promoter-luciferase reporter, luminescence, 24 h. Potency, µM (highest dose often 9.22 µM), for inactives: at the highest dose activation, negative = inhibition, most hits filed as activators. 320,000 tested, 2.8% active. AID 485297; further: potency means the concentration at half of the fitted maximal effect; % of control where 0% means no effect; nearly all actives have a fitted effect of over 60% in size
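Luminescence read-out: Huh7 cells stably expressing Rab9-luciferase, treated 24 h with compound at 37 °C, then lysed with luciferase reagent for 10 min at ambient before reading.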
Tb PFK inh: blocks T. brucei phosphofructokinase; 330,000 tested, 0.17% active; Potency, µM (titrated, usually from 57.5 µM), for inactives: at the highest dose activity, negative = inhibition, actives largely listed as inhibitors; T. brucei PFK, ADP-Glo luminescence; O15648;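 further: potency means the concentration at half of the fitted maximal effect; 0% = uninhibited 1x PFK enzyme wells and -100% = no-enzyme wells; nearly all actives have a fitted effect of over 60% in size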
Target sequence (O15648 whole entry, looked up): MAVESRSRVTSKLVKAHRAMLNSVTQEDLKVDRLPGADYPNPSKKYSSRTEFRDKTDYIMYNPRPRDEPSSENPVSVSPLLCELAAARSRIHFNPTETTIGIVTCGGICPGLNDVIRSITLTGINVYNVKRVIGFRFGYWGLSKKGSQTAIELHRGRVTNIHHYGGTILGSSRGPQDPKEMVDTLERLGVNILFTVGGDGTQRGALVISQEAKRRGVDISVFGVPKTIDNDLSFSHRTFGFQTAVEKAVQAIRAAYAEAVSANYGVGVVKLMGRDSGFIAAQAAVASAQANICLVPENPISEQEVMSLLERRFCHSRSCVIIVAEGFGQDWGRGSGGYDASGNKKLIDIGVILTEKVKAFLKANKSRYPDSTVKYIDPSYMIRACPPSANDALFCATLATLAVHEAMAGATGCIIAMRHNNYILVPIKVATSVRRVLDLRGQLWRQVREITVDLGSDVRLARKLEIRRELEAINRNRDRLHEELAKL
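Luminescent ADP detection (ADP-Glo, two-step: ATP depletion then ADP-to-ATP conversion for luciferase) reported PFK activity after 45 min room-temperature reaction of 1.25 nM enzyme with 0.5 mM F6P and 0.1 mM ATP at pH 8.0.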
RORg inh: inhibitors of mouse ROR gamma transcriptional activity; P51450; Drosophila S2 Gal4-RORgamma UAS-luciferase reporter, 20 h; Potency, µM (highest dose often 53.6 µM), without a hit: at the top dose activity change, negative = inhibition, usual class: inhibitors; 310,000 tested, 5.4% active; AID 2551; further: potency means the concentration at half of the fitted maximal effect; on the % scale 0 is the no-effect control and ±100 the full control effect; nearly all actives have a fitted effect of over 60% in size
Target sequence (P51450 whole entry, looked up, the tested form may be a part): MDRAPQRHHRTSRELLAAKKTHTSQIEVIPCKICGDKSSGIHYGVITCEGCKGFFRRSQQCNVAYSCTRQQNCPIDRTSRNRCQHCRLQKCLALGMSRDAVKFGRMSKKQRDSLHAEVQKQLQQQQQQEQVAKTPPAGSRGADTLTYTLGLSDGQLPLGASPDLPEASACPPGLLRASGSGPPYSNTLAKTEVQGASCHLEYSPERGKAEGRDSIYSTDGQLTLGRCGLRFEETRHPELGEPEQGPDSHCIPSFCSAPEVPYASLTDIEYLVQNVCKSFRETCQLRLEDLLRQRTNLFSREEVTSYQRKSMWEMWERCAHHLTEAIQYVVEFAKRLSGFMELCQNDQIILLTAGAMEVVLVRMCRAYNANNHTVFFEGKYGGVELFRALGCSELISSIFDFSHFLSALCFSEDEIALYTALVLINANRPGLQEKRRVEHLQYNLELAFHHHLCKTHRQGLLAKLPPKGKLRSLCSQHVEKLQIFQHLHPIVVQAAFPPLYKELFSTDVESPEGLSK
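Stably transfected Drosophila Schneider cells are the test system, with ROR gamma fused to Gal4 and luciferase under UAS control; luminescence is read after 20 hr of 700 uM copper sulfate induction at ambient temperature.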
* hit, by the source's call; ? = inconclusive; / = no result given; [ ] = remark or other dose. Unless noted, the call rests on the fitted dose curve; in most records, active means well fitted curve in the direction sought with a large enough effect; inconclusive means small, poorly fitted or top-dose-only effect, or another doubt; inactive means no such curve, though single readings can be large; an effect the other way counts as inactive or inconclusive. The order is random (roughly 15% active in at least one column).

SMILES	ELG1 DNA repair	TRPV1 ag	Gal4-VP16 FLuc	BRCA1 expr up	p53 reactivator	FLuc counter	ELG1 genotox	NPC1 promoter act	Rab9 promoter act	Tb PFK inh	RORg inh
CCn1c(SCC(=O)N2CCOCC2)nnc1-c1ccco1	1%	0	3%	13%	1%	0%	1%	1%	4%	3%	-30%
CC(C)C(=O)N(Cc1cc2ccccc2[nH]c1=O)C(C)(C)C	22%	17	1%	7%	-1%	1%	0%	1%	-1%	0%	0%
Cc1nc2ccccc2c(=O)n1C1CCCCCC1	6%	6	3%	-5%	-6%	2%	4%	-1%	14%	0%	1%
COc1cc2c(cc1OC)CN(Cc1ccc(OC)c(C)c1OC)CC2	-1%	-1	12%	-31%	-2%	0%	-5%	-2%	-15%	-8%	2%
COc1cccc(CNc2cc(CSc3ccc(Cl)cc3)nc(C)n2)c1	?	-6	13%	-40%	3%	-9%	-14%	0%	-3%	0%	-10%
CCOCCCn1c(=O)c2ccccc2n2c(=S)[nH]nc12	3%	-4	-20%	-4%	-6%	-2%	0%	-3%	-6%	-13%	?
CCOCCCNC(=O)C1CCC(CNS(=O)(=O)c2cccc3nsnc23)CC1 (centres undefined)	7%	0	?	4%	12%	-1%	1%	-1%	1%	-10%	20%
Cn1ccnc1SC(=O)N1c2ccccc2Sc2ccccc21	-9%	3	3%	-2%	-11%	3%	-9%	-4%	1%	0%	-3%
COc1ccc(/C=C/C(=O)c2ccc[nH]2)c(OC)c1OC	?	3	?	99%	28%	8.5µM*	?	?	?	-10%	?
Cc1cc(NC(=O)CSc2nnc(Nc3ccccc3F)s2)no1	?	2	-10%	14%	-5%	-1%	?	1%	12%	-3%	6%
COc1ccc(CSc2nc3nc(C)cc(C)n3n2)cc1F	13%	-1	8%	0%	-5%	-8%	8%	0%	2%	0%	16%
Cc1ccc(C(=O)NCC(=O)NCC(c2ccco2)N2CCCCC2)cc1C (centres undefined)	-1%	5	/	0%	-8%	0%	1%	8%	1%	3%	/
COc1ccc(/C=C(/C#N)C(=O)Nc2cc(C)ccc2C)cc1C(=O)O	10%	2	?	-8%	5%	-13%	0%	-1%	4%	-4%	?
COc1ccc2c(c1)[nH]c1c(=O)n(Cc3ccccn3)cnc12	?	-1	12%	21%	2%	?	26%	15%	4%	?	19%
CCOC(=O)c1nc(Nc2ccc(N3CCOCC3)cc2)c2ccccc2n1	?	1	11%	-3%	-1%	0%	-7%	-5%	8%	2%	-3%
Cc1ccc2nc(C)cc(C(=O)OCC(=O)Nc3c(C)n(C)n(-c4ccccc4)c3=O)c2c1	-5%	0	0%	-17%	-5%	-2%	1%	-3%	-1%	4%	-5%
CCc1cccc(N(CC(=O)NC2CCCCC2)C(=O)c2csnn2)c1	9%	1	1%	-1%	4%	0%	0%	3%	-2%	0%	-4%
O=C(Oc1c(-c2ccccc2)c(=O)n2c3c(cccc13)CC2)c1cccc([N+](=O)[O-])c1	-4%	21	-7%	-13%	11%	-3%	-5%	-2%	2%	-2%	19%
CC[C@@H](C)[C@@H]1CN([C@@H](CN2CCC[C@H]2CN2C(N)=NC[C@H]2CC(C)C)C(C)C)C(=N)N1CCc1ccc(Cl)c(Cl)c1	0%	/	/	0%	-6%	/	-3%	/	/	0%	/
CCOC(=O)c1ccc(NC(=O)Nc2ccc(F)cc2)cc1	?	?	-4%	0%	13%	11µM*	10%	20%	18%	-15%	37%
CC(C)[C@H](NC(N)=O)C(=O)Nc1ccc(Oc2ccccc2)cc1	-5%	0	3%	4%	-1%	-2%	-6%	-2%	-1%	-3%	2%
NC(=O)C1CCN(C(=O)c2ccc(-c3ccccc3)cc2)CC1	7%	?	10%	12%	-3%	3%	0%	-2%	1%	1%	-2%
Cc1nn(Cc2ccccc2)c(Cl)c1C(=O)OCC#N	-11%	-1	19%	-18%	-3%	-6%	5%	-8%	9%	0%	23%
O=C(CSc1nnc(-c2ccc(O)cc2)o1)Nc1ccccc1	?	1	-16%	?	?	?	8.2µM*	2.5µM*	2.8µM*	3%	-39%
CN1CCN(C(=O)c2ccccc2N(Cc2ccccc2)S(C)(=O)=O)CC1	-1%	0	-1%	5%	8%	2%	-1%	0%	-3%	-7%	14%

The list continues:
SMILES	ELG1 DNA repair	TRPV1 ag	Gal4-VP16 FLuc	BRCA1 expr up	p53 reactivator	FLuc counter	ELG1 genotox	NPC1 promoter act	Rab9 promoter act	Tb PFK inh	RORg inh
Cc1cc(Cl)ccc1OCC(=O)OCC(=O)NC1CCS(=O)(=O)C1 (centres undefined)	16%	2	/	2%	-11%	1%	2%	0%	-4%	1%	/
Cc1ccc(NC(=O)CC2C(=O)NC3CCCCC3N2C(=O)c2ccc(F)cc2)cc1C (centres undefined)	8%	5	-23%	-9%	-11%	-4%	3%	5%	0%	-4%	0%
O=C1OCCN1C(=O)[C@H]1[C@H](c2ccc(F)cc2)C(c2ccc(F)cc2)=NN1c1ccc(Br)cc1	?	2	19%[40.7 µM]	-34%	15%	1%	-4%	-8%	-6%	-23%	2%[40.7 µM]
Cc1ccnc(SCC(=O)c2ccc([N+](=O)[O-])cc2)n1	?	3	-7%	-28%	13%	-13%	1%	2%	9%	?	-1%
CC(=O)Nc1nnc(C)s1	?	1	-5%	-8%	?	3%	2%	-2%	-4%	6%	-15%
O=C(NCc1ccc(F)cc1)C1CCC(=O)N1CCc1ccccc1 (centres undefined)	6%	/	-5%	2%	-4%	0%	0%	0%	5%	-8%	-5%
Cc1cccnc1NC(=O)c1cc2ccccc2oc1=O	?	5	-4%	52%	0%	0.6µM*	2.1µM*	1.8µM*	1µM*	4%	-19%
COc1cccc2cc(C(=O)OCC(=O)NCc3ccc4c(c3)OCO4)c(=O)oc12	?	5	-15%	0%	13%	11µM*	?	-2%	2%	0%	0%
CC1Cc2ccccc2N1C(=O)COC(=O)c1cccnc1Cl (centres undefined)	10%	2	2%	-24%	2%	?	2%	4%	2%	-3%	15%
On1c2c(c3c4nonc4ccc31)CCCC2	13µM*	1	22µM*	/	15%	-12%	1%	8%	0%	-1%	?
CCOC(=O)CSc1nc(C)cc(C)c1C(N)=O	7%	1	-7%	-1%	0%	-1%	15%	-4%	1%	-1%	-5%
Cc1nnc(NC(=O)Cn2cnc3c2c(=O)n(C)c(=O)n3C)s1	0%	-2	3%	-1%	1%	8%	-1%	-7%	-2%	0%	6%
OCCCCNc1cccc2ccccc12	14%	15	8%	-58%	0%	?	0%	16%	27%	-3%	-34%
Cc1ccccc1OCCN1CCC(Cc2ccccc2)CC1	8%	7	0%	0%	15%	-1%	-7%	-3%	-4%	-5%	-20%
C=CCc1cccc(Cl)c1OCCCNC1CCCC1	?	2	-2%	-31%	-11%	0%	-9%	-3%	-12%	-2%	-25%
COC(=O)c1ccc(CSc2nnc(Nc3cccc(OC)c3)s2)o1	2%	7	0%	-19%	9%	?	0%	0%	0%	3%	43%
Cc1c(Nc2nc3ccccc3nc2NS(=O)(=O)c2ccccc2)c(=O)n(-c2ccccc2)n1C	4%	-5	-3%	0%	-16%	4%	2%	4%	-12%	-7%	0%
Cc1cc(C)c(C)c(S(=O)(=O)N2CCC(C(=O)Nc3ccncc3)CC2)c1C	-5%	?	?	0%	-7%	-2%	-5%	-5%	1%	1%	-17%
CC(C)CCN1CCN=C1Nc1ccccc1	7%	0	-4%	0%	11%	-1%	-2%	2%	-5%	-7%	-22%
CN(C)S(=O)(=O)N1CCCC(C(=O)c2ccc(C(F)(F)F)cc2)C1 (centres undefined)	?	17	2%	-3%	-3%	2%	-9%	-5%	-15%	-5%	70%
Cc1ccc(OCC(=O)NNC(=O)C2CSC3(C)CCC(=O)N23)cc1 (centres undefined)	3%	0	/	-16%	4%	1%	5%	-11%	-1%	1%	/
COc1ccc(NC(=O)CSc2nc3ccccc3c(=O)n2CCC(=O)N2CCCCC2)cc1	?	/	-8%	-15%	-4%	4%	-3%	2%	5%	0%	41%
O=C(CNS(=O)(=O)c1ccc(F)c(Cl)c1)N1CCCCCC1	1%	8	-7%	19%	3%	4%	-1%	2%	-12%	-11%	13%

Part of the list above in order of formula weight, ascending.
SMILES	ELG1 DNA repair	TRPV1 ag	Gal4-VP16 FLuc	BRCA1 expr up	p53 reactivator	FLuc counter	ELG1 genotox	NPC1 promoter act	Rab9 promoter act	Tb PFK inh	RORg inh
CC(C)CCN1CCN=C1Nc1ccccc1	7%	0	-4%	0%	11%	-1%	-2%	2%	-5%	-7%	-22%
Cc1ccnc(SCC(=O)c2ccc([N+](=O)[O-])cc2)n1	?	3	-7%	-28%	13%	-13%	1%	2%	9%	?	-1%
C=CCc1cccc(Cl)c1OCCCNC1CCCC1	?	2	-2%	-31%	-11%	0%	-9%	-3%	-12%	-2%	-25%

Source: PubChem (National Center for Advancing Translational Sciences (NCATS))
